GLS inh: inhibitors of human glutaminase (GLS). GLS enzymatic activity, qHTS titration. Potency, µM (series often up to 45.5 µM), without a hit: at the top dose activity change, negative = inhibition, usual class: inhibitors. 410,000 tested, 0.21% active. AID 624170; also: % is scaled to controls: 0 for no effect and ±100 for the full control effect
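Read-out is an Amplex red fluorescence increase coupled through glutamate oxidase and HRP, measured before and after 30 min room-temperature incubation. hKGA is in 45 mM KH2PO4 (pH 8.2) with 0.02% Tween-20; glutamine added as 1mM solution.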
JMJD2A Tudor inh: blocks the human JMJD2A Tudor domain; AlphaScreen JMJD2A-Tudor / H3K4me3 peptide binding; Potency, µM (titrated, usually from 114 µM), for inactives: at the top dose activity change, negative = inhibition, usual class: inhibitors; 390,000 tested, 4.4% active; AID 504339; also: % is scaled to controls: 0 for no effect and ±100 for the full control effect; nearly all actives have a fitted effect of over 50% in size
Pol iota inh: blocks human DNA polymerase iota activity | Pol iota fluorescent replication assay, 10 min | 390,000 tested, 1% active | Potency, µM (highest dose often 115 µM), inactives show top-dose activity, negative = inhibition, most hits filed as inhibitors | AID 588590 | Q9UNA4
Target sequence (Q9UNA4 whole entry, looked up): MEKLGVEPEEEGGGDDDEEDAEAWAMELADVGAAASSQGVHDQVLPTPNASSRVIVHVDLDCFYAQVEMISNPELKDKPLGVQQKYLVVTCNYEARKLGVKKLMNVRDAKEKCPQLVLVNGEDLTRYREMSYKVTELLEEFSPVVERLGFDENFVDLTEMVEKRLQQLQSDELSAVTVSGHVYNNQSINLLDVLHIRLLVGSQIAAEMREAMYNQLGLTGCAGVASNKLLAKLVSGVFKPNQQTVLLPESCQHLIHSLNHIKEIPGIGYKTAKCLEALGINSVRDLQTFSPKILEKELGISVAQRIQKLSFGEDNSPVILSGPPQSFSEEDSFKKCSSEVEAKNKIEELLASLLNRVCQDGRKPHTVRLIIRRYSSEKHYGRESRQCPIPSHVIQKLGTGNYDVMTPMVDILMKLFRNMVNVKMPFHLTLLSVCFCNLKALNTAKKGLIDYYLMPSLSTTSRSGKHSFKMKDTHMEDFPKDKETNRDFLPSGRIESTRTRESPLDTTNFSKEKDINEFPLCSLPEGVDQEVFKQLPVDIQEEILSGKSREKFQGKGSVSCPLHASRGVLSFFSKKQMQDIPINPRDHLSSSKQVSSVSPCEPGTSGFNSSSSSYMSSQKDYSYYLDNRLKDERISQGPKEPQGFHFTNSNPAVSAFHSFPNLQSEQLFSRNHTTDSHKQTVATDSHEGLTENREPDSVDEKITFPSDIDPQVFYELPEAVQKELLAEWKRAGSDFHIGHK
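Fluorescent replication assay read twice, at 0 min and 10 min after adding 50 nM (final) substrate. Enzyme (10 nM) and compounds were first incubated 15 min at room temperature; enzyme-free buffer wells were negative controls.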
Tb PGK inh: T. brucei PGK inhibition; P07378; PGK/GAPDH coupled, Kinase-Glo luminescence, 60 min; Potency, µM (titrated, usually from 57.5 µM), without a hit: at the top dose activity change, negative = inhibition, usual class: inhibitors; 380,000 tested, 0.043% active; also: % is scaled to controls: 0 for no effect and ±100 for the full control effect; nearly all actives have a fitted effect of over 60% in size
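Luminescent ATP detection (Kinase-Glo Plus) follows a 60-minute room-temperature incubation, with wells lacking PGK as controls. Buffer: 100 mM TEA (pH 7.6), 5 mM MgCl2, 0.01% Tween-20. Coupling enzyme GAPDH (100 nM final) supplies unstable 1,3-BPG in-well.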
BAZ2B inh: blocks human BAZ2B | Q9UIF8 | AlphaScreen BAZ2B-H3K14Ac peptide displacement | Potency, µM (doses to about 114 µM), without a hit: top-dose activity change, negative = inhibition, actives largely listed as inhibitors | 360,000 tested, 4.4% active | AID 504333; also: % is scaled to controls: 0 for no effect and ±100 for the full control effect; nearly all actives have a fitted effect of over 60% in size
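AlphaScreen luminescence quantifies BAZ2B engagement of H3K14Ac peptide; the protein and biotinylated peptide are both at 50 nM final, buffer PBS pH 7.4 with 0.01% Tween-20, all steps at room temperature.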
BLM inh: Bloom syndrome helicase (human) inhibition | P54132 | recombinant BLM DNA unwinding, fluorescence dequenching | Potency, µM (titrated, usually from 56.1 µM), inactives show top-dose activity change, negative = inhibition, hits mostly inhibitors | 350,000 tested, 0.2% active | AID 2528;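 also: plate controls were vehicle for no effect and no enzyme for full effect; nearly all actives have a fitted effect of over 35% in size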
HP1b chromo inh: inhibitors of HP1-beta chromodomain binding to methylated histone tails; Potency, µM (titrated, usually from 114 µM), for inactives: at the top dose activity change, negative = inhibition, most hits filed as inhibitors; AlphaScreen HP1-beta / biotin-H3K9me3 peptide binding; 390,000 tested, 0.56% active; also: nearly all actives have a fitted effect of over 70% in size; inactives centre near 23
Target sequence (P83916 whole entry, looked up): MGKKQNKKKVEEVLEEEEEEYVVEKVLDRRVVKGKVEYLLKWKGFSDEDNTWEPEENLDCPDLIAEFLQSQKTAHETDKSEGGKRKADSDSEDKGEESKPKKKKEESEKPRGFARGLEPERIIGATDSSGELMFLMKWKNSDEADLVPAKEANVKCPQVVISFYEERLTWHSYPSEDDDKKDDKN
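Compound inhibition of the preformed complex between 50 nM HP1-beta and 50 nM biotinylated H3K9me3 peptide was read by AlphaScreen. Buffer was PBS pH 7.4 with 0.01% Tween-20. Incubations ran 30 min at room temperature, with 10 ug/mL donor/acceptor beads.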
Pin1 inhibitor: inhibitors of human Pin1; Q13526; Pin1 FP peptide displacement, HiFluor488, 10 min; Potency, µM (doses to about 115 µM), without a hit: at the top dose activity, negative = inhibition, hits mostly inhibitors; 390,000 tested, 0.009% active; active = well fitted inhibition curve with a large enough effect in the polarisation, with a control signal flat, not every such curve was filed as active; inconclusive = small, poorly fitted or top-dose-only effect, or effect the other way, or a change in a side signal; inactive = no such curve, though single readings can be large or run the other way; the % refers to the polarisation; also: % is scaled to controls: 0 for no effect and ±100 for the full control effect
Target sequence (Q13526 whole entry, looked up): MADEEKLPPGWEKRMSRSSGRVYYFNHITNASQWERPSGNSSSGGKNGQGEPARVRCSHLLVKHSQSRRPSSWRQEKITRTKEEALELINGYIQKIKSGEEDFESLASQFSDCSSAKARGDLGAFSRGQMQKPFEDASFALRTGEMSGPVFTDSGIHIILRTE
G9a block: inhibitors of human histone lysine methyltransferase G9a; G9a H3K9 monomethylation, AlphaScreen, 2 h; AID 504332; Q96KQ7; 350,000 tested, 8.8% active; Potency, µM (top dose mostly 102 µM), for the others: at the top dose activity, negative = inhibition, most hits filed as inhibitors; also: % is scaled to controls: 0 for no effect and ±100 for the full control effect; nearly all actives have a fitted effect of over 75% in size
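Readings reflect AlphaScreen signal from monomethyl-H3K9 antibody detection. HMT at 20 nM; substrate b-H3K9 500 nM; cofactor SAM 20 uM; 2 h RT reaction; compounds tested as titrations in qHTS with 15 min preincubation.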
* = called active by the depositor; i = inactive; u = inconclusive; x = no result given; & = joins results of further samples; [ ] = remark or other dose. Unless noted, calls follow the shape of the dose curve; as a rule, active = well fitted curve in the direction sought with a large enough effect; inconclusive = small, poorly fitted or top-dose-only effect, or another doubt; inactive = no such curve, though single readings can be large; an effect the other way counts as inactive or inconclusive. Potency is read from the fitted curve at half-maximal effect.

GLS inh | JMJD2A Tudor inh | Pol iota inh | Tb PGK inh | BAZ2B inh | BLM inh | HP1b chromo inh | Pin1 inhibitor | G9a block | Compound
6.0% | -13.5% | 1.0% | -3.0% | 8.2% | x | -1.4% | 3.9% | u | COc1cc(N)c(Cl)cc1C(=O)OC(C)C(=O)Nc1cccc(S(=O)(=O)N2CCOCC2)c1 (stereo unspecified)
-11.5% | u | 37.7%[activator] | 6.5% | -18.9% | -5.4% | u | 9.8% | u | CCn1c2ccccc2c2cc(NC(=O)C(=O)N3CCOCC3)ccc21
-5.4% | -10.0% | 17.5% | -7.5% | 0.2% | 0.9% | 27.1% | u | 6.7%[59 µM] | CCOC(=O)c1cc2c(C)n(-c3ccc(OCC)cc3)c(C)c2cc(C(=O)OCC)c1=O
-4.7% | 12.3% | -2.9% | -7.5% | 27.3% | -9.5% | 47.3%[activator][57 µM] | 6.7% | 19.1%[59 µM] | O=C(Nc1cc(-c2cccc(Cl)c2)nn1-c1ccccc1)c1ccccc1F
21.1% | -5.7% | 2.2% | 3.3% | 7.5% | 2.1% | -5.2% | 14.8% | 12.8% | O=C(NC(NC(=S)Nc1c(Cl)cc(Cl)cc1Cl)C(Cl)(Cl)Cl)OCc1ccccc1 (stereo unspecified)
18.3% | -8.1% | 22.8% | -2.5% | 17.6% | -3.6% | 30.2% | u | -34.3%[12.7 µM] | CCCC1C(C#N)=C(N)Oc2cc(C)n(C)c(=O)c21 (stereo unspecified)
0.3% | 51.7%[activator] | 43.6%[activator] | -4.9% | 17.2% | -6.9% | 84.9%[activator] | -3.8% | 11.5% | COc1ccc(Oc2ccccc2C#N)cc1
-5.1% | -15.1% | 130.0%[activator] | -3.1% | 7.2% | -2.0% | 12.6% | 13.3% | u | COc1ccc(-c2cc(C(=O)Nc3ccc(C(N)=O)cc3)c3ccccc3n2)cc1
0.5% | u | 25.0% | -8.6% | 44.7µM* | 5.3% | -9.0% | 6.5% | -22.8% | O=C(CCCN1C(=O)/C(=C/c2ccccc2)SC1=S)NCCCn1ccnc1
4.2% | -12.2% | 20.7% | 3.0% | -5.2% | -1.8% | 22.6% | -7.6% | x | O=C(COc1ccc2ccccc2c1)NNC(=O)[C@@H]1CCCC[C@@H]1C(=O)O
0.4% | -13.2%[11.4 µM] | 16.6% | i | u | -4.5% | -14.2% | -3.0% | 39.8µM* | Cc1cccc(C)c1NC(=S)NC(=O)c1ccc(Br)o1
0.9% | -12.4% | 4.0% | -3.3% | x | x | 16.0% | 3.6% | x | O=C(Cc1n[nH]c(=O)c2ccccc12)N1CCN(S(=O)(=O)c2ccc(F)c(Cl)c2)CC1
18.4% | 0.3% | 2.3% | 1.6% | 7.3% | -11.4% | 18.1% | -1.1% | -0.1%[59 µM] | COc1ccc(COC(=O)NNC(=O)c2ccccc2Cl)cc1
x | 1.1% | 10.3% | -2.1% | 50.1µM* | -3.9% | 25.9% | 7.8% | 12.6µM* | Cc1cccc(CN2CCCC(C(=O)N3CCc4ccccc4C3)C2)c1 (stereo unspecified)
17.0% | -15.2% | 33.2%[activator] | -0.9% | u | -1.8% | 0.3% | 21.0% | -5.9%[59 µM] | O=C(NC(=S)Nc1ccc(S(=O)(=O)N2CCCCC2)cc1)c1cccs1
11.1% | -14.9% | -3.5% | -6.0% | 19.3% | 2.7% | -8.3% | 2.8% | 7.4%[59 µM] | CCN(CC)CCN1C(=O)c2oc3ccccc3c(=O)c2C1c1ccc(C)cc1 (stereo unspecified)
2.3% | -10.7%[11.4 µM] | u | -6.7% | -38.2% | -0.1% | -36.7% | -4.1% | -19.1%[59 µM] | COc1ccccc1NC(=O)CSc1nnc(-c2ccoc2C)n1CCc1ccccc1
5.3% | -21.9% | 17.3% | -1.9% | -27.1% | -2.6% | 10.2% | 19.2% | -5.1% | COc1cccc(N2CCN(C(=O)CNC(=O)c3sc4ccccc4c3Cl)CC2)c1
-10.2% | -3.1% | 7.7% | x | -3.3% | -0.5% | 23.9% | 0.0% | -5.6%[59 µM] | CN(C(=O)COc1ccc(C(C)(C)C)cc1)C1CCS(=O)(=O)C1 (stereo unspecified)
-1.8% | -20.1% | 7.6% | 7.4% | -11.5% | -5.5% | -4.9% | 1.0% | u | COc1ccc(CNc2nc(-c3ccco3)nn2C(=O)c2ccccc2C)cc1
-0.5% | -11.0% | 0.1% | x | -3.9% | -2.6% | 33.7% | -1.4% | 28.6%[12.7 µM] | COc1ccc(C/C(N)=N/OC(=O)Cc2ccc(OC)c(OC)c2)cc1
17.0%&13.4% | -32.8%&-29.8% | u | 2.6%&6.6% | -27.6%&6.4% | -6.6%&5.7% | 11.0%&23.5% | 4.0%&-0.5% | 70.8µM* | CCN1CCN(c2cc(C)c3cc(NC(=O)c4ccc(OC)c(OC)c4)ccc3n2)CC1
17.2% | 0.5% | -5.5% | -2.3% | 0.3% | -0.1% | 5.5% | 9.2% | u | CN=C(Nc1cc(C)nn1CCC#N)c1ccccc1
5.2% | -8.3% | -13.5% | i | -26.0% | -1.3% | 29.2% | 0.1% | 43.0% | CSc1nc(N)c(NC(=O)c2ccc(Br)o2)c(=O)[nH]1
2.1% | 0.7% | -8.6% | 5.5% | -8.4% | -6.7% | 47.0%[activator] | 1.4% | 5.9% | Clc1ccc(-c2cccs2)nn1
27.9% | -8.1% | 8.7% | -0.3% | 1.3% | 1.8% | 31.4% | -1.9% | 50.1µM* | CCOc1ccccc1C1C(C#N)=C(N)Oc2cc(C)n(Cc3ccccn3)c(=O)c21 (stereo unspecified)
0.0% | -22.6%[57.1 µM] | 12.8% | -8.2% | -18.0% | -0.9% | -6.5% | 0.2% | 2.9% | O=C(Nc1ncc2c(n1)-c1ccccc1CC2)C1CC1
30.0% | -13.5% | 10.0% | -0.3% | -2.0% | 5.9% | 1.6% | -14.9% | u | Cc1cc(NS(=O)(=O)c2ccc(NC(=S)NC(=O)c3ccccc3)cc2)no1
-4.9% | u | 4.1% | -4.8% | u | -8.2% | 29.3% | -1.1% | 10µM* | CC(C)C(C)NC(=O)COC(=O)c1cccc(C(=O)OCC(=O)NC(C)C(C)C)n1 (stereo unspecified)
-14.8% | -5.3% | 10.3% | -0.9% | -15.1% | 2.4% | 39.5%[activator] | -7.9% | u | COc1ccc(-c2nc(CS(=O)CC(=O)NC3CCCCC3)c(C)o2)cc1OC (stereo unspecified)

One compound at a time, as listed above.
COc1ccc(COC(=O)NNC(=O)c2ccccc2Cl)cc1 is listed with GLS inh: 18.4%; JMJD2A Tudor inh: 0.3%; Pol iota inh: 2.3%; Tb PGK inh: 1.6%; BAZ2B inh: 7.3%; BLM inh: -11.4%; HP1b chromo inh: 18.1%; Pin1 inhibitor: -1.1%; G9a block: -0.1%[59 µM]
COc1ccc(-c2cc(C(=O)Nc3ccc(C(N)=O)cc3)c3ccccc3n2)cc1 is listed with GLS inh: -5.1%; JMJD2A Tudor inh: -15.1%; Pol iota inh: 130.0%[activator]; Tb PGK inh: -3.1%; BAZ2B inh: 7.2%; BLM inh: -2.0%; HP1b chromo inh: 12.6%; Pin1 inhibitor: 13.3%; G9a block: u

Remaining list, next part
GLS inh | JMJD2A Tudor inh | Pol iota inh | Tb PGK inh | BAZ2B inh | BLM inh | HP1b chromo inh | Pin1 inhibitor | G9a block | Compound
-2.7% | -4.4% | 6.4%[58.9 µM] | -10.0% | 0.3% | -0.1% | 22.6% | -2.1% | 22.0%[12.7 µM] | COc1ccccc1CNS(=O)(=O)c1ccc(NC(C)=O)cc1
9.9% | -11.0% | -10.9% | -8.7% | 6.0% | 4.9% | 8.3% | u | u | COc1ccc(-c2nn(C)c3sc(C(=O)N4CCOCC4)cc23)cc1OC
2.6% | -10.6% | 15.9% | -8.1% | 9.9% | 0.6% | 26.4% | 1.5% | x | CCOC(=O)C1(Cc2cccc(OC)c2)CCCN(S(=O)(=O)CC)C1 (stereo unspecified)
-4.8% | -6.6% | 46.8%[activator] | -7.0% | 5.1% | 1.5% | 20.4%[57 µM] | -7.9% | -3.1% | COc1ccc(-c2cn3nc(SCC(=O)NCC4CCCO4)ccc3n2)cc1 (stereo unspecified)
-11.8% | -4.5% | 60.8%[activator] | i | -1.7% | -2.1% | 37.2% | -3.9% | 24.8% | COC(=O)[C@@H](NC(=O)N1CCN(C(=O)C2COc3ccccc3O2)CC1)C(C)C (stereo partly specified)
2.9% | -40.2% | 7.4% | -3.1% | -33.6% | -9.9% | -7.0% | -5.3% | 44.7µM* | O=C1C(=O)N(c2ccccn2)C(c2ccc(Br)cc2)/C1=C(/O)c1ccc(Br)cc1 (stereo unspecified)
-5.4% | -16.4% | 2.1% | i | -18.4% | -9.3% | 36.5% | 10.6% | 17.5%[12.7 µM] | COc1ccc(/C=N/NC(=S)Nc2ccccc2)cc1COc1ccc(Br)cc1
-6.7% | -6.1% | 24.0% | -8.1% | -3.4% | x | 36.1% | -10.7% | -3.4% | O=C(NC1CC(=O)N(c2ccc3c(c2)OCCO3)C1)N1CCC(O)CC1 (stereo unspecified)
3.6% | -18.3% | 0.9% | -1.8% | 0.2% | 1.4% | -15.0% | 1.8% | 9.9%[59 µM] | COCCNC(=O)c1ccc(NC(=O)N2CCCCc3ccccc32)cc1
14.5% | -15.9% | -6.4% | 6.2% | -22.5% | -4.7% | 23.8% | -7.8% | -17.8%[59 µM] | CCc1ccc(OC(C)C(=O)Nc2ccc(S(=O)(=O)Nc3nccs3)cc2)cc1 (stereo unspecified)
-12.6% | u | 98.5%[activator] | i | -18.6% | -9.0% | 8.8% | -6.2% | u | COC(=O)c1ccccc1S(=O)(=O)N1CCCC(c2nc3c(nnn3Cc3ccc(C)cc3)c(=O)[nH]2)C1 (stereo unspecified)
25.8% | -6.1% | 31.5%[activator] | 1.2% | x | -6.1% | 14.0% | -1.7% | 5.4%[59 µM] | CC(=O)c1ccc(C(=O)Nc2ccc(N3CCOCC3)cc2)cc1
-15.5% | -35.0% | u | -9.6% | -37.2% | -14.2% | u | u | 15.1%[59 µM] | O=C(COc1ccccc1)OCc1cc(=O)n2nc(-c3cccs3)sc2n1

Not all compounds are listed; rates above refer to the full screens.
